EWS-Fli inh: inhibitors of EWS/Fli oncoprotein transcriptional activity; A673 NR0B1-luciferase reporter, viability-normalised; inhibition, % at 12.6 µM; actives 0.67% (n = 350,000);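 active = mean inhibition of at least 50% after viability correction, with every replicate also passing that limit; inconclusive = mean reaches 50% but only one of two replicates passes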;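 note: firefly luciferase signal divided by Alamar Blue viability fluorescence both relative to DMSO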
Cneo AK release: causes C. neoformans cell lysis; adenylate kinase release luminescence, 4 h; normalised: neutral wells 0, clomiphene wells 100; lysis activity, % at 15 µM; actives 0.2% (n = 360,000); AID 651654;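 active = mean lysis activity across replicates of at least 80%, whatever share of replicates individually reach that level; inactive = mean lysis activity below 80%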
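Assay system: C. neoformans cells. Amount: yeast cell density of 5 × 10^6 cells/mL. Technique: AK luminescence. Buffer or medium: YPD. Times: static 4 h at 37 °C with compound, 1 h detection. Dosing: single-point compound dose. Read-out: lysis from increased AK signal.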
PGC1a acetyl inh: lowers PGC1a acetylation signal in U2OS cells. AlphaScreen anti-acetyl-lysine; with virally co-expressed GCN5 acetyltransferase. inhibition, % at 15.6 µM. actives 0.17% (n = 350,000). AID 651687;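 active = every replicate shows inhibition of at least 40%; inconclusive = mean inhibition at least 40% but some replicate below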;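 note: 0% = neutral control wells and 100% = positive control wells; some results beyond the cut were filed as inactive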
PAX8 reporter: PAX8 transcriptional activity inhibition. RMG-I TPO-luciferase reporter, SteadyGlo, 24 h. inhibition, % at 12.6 µM. actives 1.2% (n = 360,000). AID 652154;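 active = mean replicate inhibition at least 60% with every replicate also reaching 60%; inconclusive = only one of the two criteria is met; inactive = mean below 60% and not all replicates reaching 60%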;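 note: luciferase light reporting Pax8 driven TPO promoter activity; plate controls were median of neutral control wells for no effect and mitoxantrone controls for full effect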
miR122 inh: blocks miR-122 activity in Huh7 sensor cells; actives 0.3% (n = 340,000); Huh7 miR-122 Renilla luciferase sensor, 48 h; neutral wells = 0, positive control = 100; activation (reporter increase), % at 12.5 µM;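 active = mean replicate activation score at least 90 and every replicate individually at or above 90; inconclusive = only one of the two criteria met; inactive = neither criterion met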;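 note: higher luciferase means less miR-122 activity so hits act as miR-122 inhibitors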
Casp6 inh: blocks human caspase-6 cleavage activity; purified caspase-6, Z-VEID-R110 cleavage fluorescence; inhibition, % at 12.5 µM; actives 0.53% (n = 350,000); AID 686996;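 active = mean inhibition across replicates at least about 35%, with every replicate also reaching that limit, limit read from the data; inconclusive = only one of the two criteria met; inactive = neither criterion met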;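 note: 0% = median of neutral control wells and 100% = no fluorescence left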
Target sequence (P55212 24-179 limits assumed): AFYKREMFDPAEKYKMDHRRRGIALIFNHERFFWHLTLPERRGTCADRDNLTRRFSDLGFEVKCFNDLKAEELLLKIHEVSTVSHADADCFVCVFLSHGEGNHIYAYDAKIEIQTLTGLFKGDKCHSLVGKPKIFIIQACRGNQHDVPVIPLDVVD
Target sequence (P55212 194-293 limits assumed): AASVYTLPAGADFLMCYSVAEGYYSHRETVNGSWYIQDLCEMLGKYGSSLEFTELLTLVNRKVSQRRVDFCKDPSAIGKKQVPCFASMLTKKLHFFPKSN
LGR2 antag: blocks bursicon-induced cAMP signaling via Drosophila LGR2; inhibition, % at 9.99 µM; HEK293 LGR2, CRE-luciferase, bursicon-stimulated, 4 h; actives 0.35% (n = 380,000); AID 720647;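 active = drop in luminescence signal, shown as inhibition above about 50% in the replicate tests, limit read from the data, passing the limit was not always enough; inconclusive = probably only some replicates passing the limit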;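 note: agonist challenge used bursicon conditioned medium at about half maximal strength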
FN deposition inh: fibronectin deposition inhibition; actives 0.086% (n = 350,000); inhibition, % at 12.6 µM; AH1F fibroblasts, Alexa488-fibronectin deposition fluorescence, overnight; AID 743247;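 active = mean inhibition across replicates of 30% or more, regardless of how many single replicates reach that level; inconclusive = mean under 30% yet at least half of replicates reach 30%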;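 note: positive control wells lacked labelled fibronectin entirely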
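Schedule: 1 h cell adhesion before compound, then overnight fibronectin incubation; test system: AH1F fibroblast monolayer depositing Alexa488-labelled fibronectin into matrix; quantity: 10000 AH1F cells per well; probe or stimulus: fluorescent fibronectin at 24 nM final; signal: fluorescence, ex 485 nm, em 525 nm; evaluation: percent inhibition as loss of matrix-bound fibronectin fluorescence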
* = called active by the depositor; ? = inconclusive; . = no result given; & = joins results of further samples; [ ] = another dose, or the depositor's remark.

SMILES	EWS-Fli inh	Cneo AK release	PGC1a acetyl inh	PAX8 reporter	miR122 inh	Casp6 inh	LGR2 antag	FN deposition inh
N#Cc1ccc(C(C(=O)NC2CCCCC2)n2c(=O)c(-c3ccco3)nc3ccccc32)cc1 (configuration not stated)	12	.	.	4	.	1	3	-5
Cc1noc(C)c1NC(=O)N(C)C[C@H]1Oc2ccc(NS(=O)(=O)c3cccs3)cc2C(=O)N([C@@H](C)CO)C[C@@H]1C	-6	-3	-9	.	-1[16.7 µM]	4	-11	.
O=C(NC(=S)NC1CCCc2ccccc21)c1ccco1 (configuration not stated)	-1	.	7	7	.	2	9	5
O=C(COC(=O)CCC(=O)c1ccccc1)NCCc1ccccc1	-3	1	1	-8	2	0	-8	.
Cc1noc(C)c1NC(=O)N(C)C[C@@H]1Oc2ncc(Br)cc2C(=O)N([C@@H](C)CO)C[C@H]1C	-3&0	-1&0	5&-2	-4	1	7&-8	6&1	-6&8
C=CCCC(=O)N1CCCC(C(=O)c2cccc(OC)c2)C1 (configuration not stated)	-21	2	-5	9	1	0	5	-9
Cc1ccc(CN2CCNC(=O)C2CC(=O)NCCCn2nnc3ccccc32)cc1 (configuration not stated)	-9	1	13	-15	-4	0	-19	-1
COc1ccc(CN(C)S(=O)(=O)c2nnc(NC(=O)c3cccc(F)c3)s2)cc1OC	.	0	10	-8	3	-3	-10	6
O=C(O)C(=Cc1ccnc2ccccc12)C(=O)O	-13	-1	.	-6	.	8	-6	-1
COc1ccc2cc(C(=O)C3CCCN(C(=O)C4=NN(C)C(=O)CC4)C3)ccc2c1 (configuration not stated)	.	4	0	-46	1	0	9	5
CCOc1c2ccc(C(=O)NC3CCCc4ccccc43)cc2nn1C (configuration not stated)	-8	0	-3	17	8	1	-34	-1
Cc1ccc(/C=C/C(=O)NCc2cccs2)c(C)c1	-42	.	.	-97	.	-1	-67	11
Cc1ccccc1NC(=O)c1cc(=O)c2ccccc2o1	.	1	-7	.	0	.	.	-10
Cc1cccc(C(=O)OCC(=O)NCc2ccc(Cl)cc2)c1	1	1	7	-2	-1	-2	-7	-2
O=C(O)[C@H]1[C@H](CO)[C@H]2Cn3c(ccc(-c4ccccc4)c3=O)[C@H]2N1CCc1ccccc1	-2	5	.	.	0[16.7 µM]	.	7	.
O=C(Nc1ccc2c(c1)OCO2)c1cc(C2CCCCN2C(=O)c2ccccc2)on1 (configuration not stated)	-8	-4	9	-8	-3	.	15	20
Cc1cccc(OCC(=O)Nc2ccc(C(=O)O)cc2NC(=O)COc2cccc(C)c2)c1	8	-2	-2	-23	.	3	-8	-5
C[C@H](NC(=O)C[C@H]1C[C@@H]2c3cc(NC(=O)C4CCC4)ccc3O[C@@H]2[C@@H](CO)O1)c1ccccc1	-6	61	0	11	-8[16.7 µM]	0	-1	1
Cc1ccc(S(=O)(=O)Nc2ccc3c(c2)C(=O)N([C@@H](C)CO)C[C@H](C)[C@@H](CN(C)C(=O)NC(C)C)OCCCC[C@@H](C)O3)cc1	0	.	-5	-11	.	-1	3	6
O=C(NCC1COc2ccccc2O1)c1ccc(NC(=O)C2CCCO2)cc1 (configuration not stated)	.	-1	-14	-59	-4	.	.	14
S=C(Nc1ccc(Oc2ccccc2)cc1)N1CCOCC1	-5	0	0	12	.	0	-9	1
COc1ccc(C)cc1NC(=O)CSc1nnc2ccc(-c3cccnc3)nn12	0	-5	2	22	14	-5	6	13
COc1ccc(OC)c(S(=O)(=O)NCc2ccccc2)c1	.	3	.	5	?	.	.	-2
Cc1cc(C)c(NC(=O)CNC(=O)COC(=O)Cc2ccccc2C)c(C)c1	-4	0	10	-8	49	-1	7	-5
CCC(C)N(C(=O)COC(=O)c1nc2nc(C)cc(C)n2n1)C1CCS(=O)(=O)C1 (configuration not stated)	-7	0	.	-6	.	1	15	-1
N#CC1(c2ccccc2)CCC(=O)N1Cc1ccccc1 (configuration not stated)	8	8	7	10	0	0	7	2
O=C(Nc1ccccc1)OCC1COC(c2ccccc2)(c2ccccc2)O1 (configuration not stated)	2	3	-3	-4	1	-2	.	-2
O=C(Nc1cccc(Cl)c1)OCCOC(=O)Nc1cccc(Cl)c1	0	-1	7	5	-3	-1	14	1
CO[C@H]1CN(C)C(=O)c2ccc(NC(C)=O)cc2OC[C@H](C)N(CC2CC2)C[C@@H]1C	0	0	9	.	-13[16.7 µM]	-3	17	8
CCOc1ccc(CCNC(=O)COC(=O)c2cccnc2Cl)cc1OCC	-4	1	.	4	-7	1	3	11
C[n+]1cc(-c2ccccc2)oc1-c1ccccc1	-6	-2	-3	-35	-3	4	-9	-1
c1cc(CNCCCN2CCOCC2)ccn1	.	1	.	-9	-16	.	.	1
O=C(COC(=O)/C=C/c1ccc(F)cc1)NC1CCCC1	2	-8	.	-6	-1	-3	6	6
Cc1c(Cl)cccc1Nc1ncccc1C(=O)O	-2&-14	2&1	?	5&-27	0&0	5	-5&-27	4
O=C(Nc1nc2ccccc2s1)c1ccc2sc([C@H]3C[C@H](O)[C@@H](CO)O3)nc2c1	-79	-1	-11	-177	0	0	98*	1
Cc1ccc(CNC(=O)C2CCCN(S(=O)(=O)c3c(C)noc3/C=C/N(C)C)C2)cc1 (configuration not stated)	0	.	.	11	.	-4	-3	-1
COc1cccc(-c2ccc([C@@H]3[C@@H](C#N)N(C(=O)c4ccccn4)[C@@H]3CO)cc2)c1	1	3	8	8	.	-4	19	12
CC1(C)CC(NC(=S)NC(=O)c2cc(Br)ccc2Cl)CC(C)(C)N1	-7	1	-226	-13	-11	-4	-10	-3
CCc1ccc(C(=O)NNc2cc(Cl)ccc2Cl)cc1	5	.	.	-18	.	-3	0	-12
CN(C)C(=O)c1cn(-c2ccccc2)c(=O)c2ccccc12	.	2	.	.	-3	0	11	.
Cc1noc(C)c1S(=O)(=O)N(C)C[C@@H]1Oc2ccc(NC(=O)CCC(F)(F)F)cc2CC(=O)N([C@@H](C)CO)C[C@@H]1C	-6	-2	-6	.	5[16.7 µM]	2	12	-8
O=C(C1CCCCC1)N1CC[C@H]2[C@H](CO)Nc3ccc(Br)cc3[C@H]21	-21	58	10	-35	0[16.7 µM]	2	5	-16
COc1ccc(NC(=O)N(C)C[C@H]2Oc3cc(-c4ccc(C)cc4)ccc3S(=O)(=O)N([C@H](C)CO)C[C@@H]2C)cc1	22	1	14	.	4[16.7 µM]	4	16	.
COc1ccc(C2(CNC(=O)c3cc(OC)c(OC)c(OC)c3)CCCC2)cc1OC	13	4	18	6	-4	1	-14	-14
CS(=O)(=O)c1ccc(CNC(=O)[C@]2(C(F)(F)F)C[C@H](CCc3ccccc3)CCCO2)cc1	12	5	.	9	.	-1	.	2
CN(C)S(=O)(=O)c1ccc2nc(NC(=O)c3cccs3)sc2c1	.	-5	8	-201	12	.	.	.
CCCN1[C@H](C(=O)NCC)[C@@H](CO)[C@@H]2Cn3c(ccc(-c4ccc(C(=O)N(C)C)cc4)c3=O)[C@@H]21	7	2	.	-11	-6[16.7 µM]	11	11	.
COc1ccc(N(CC(=O)NCC(C)C)S(=O)(=O)c2ccccc2)cc1	3	.	-6	-9	.	2	-9	.
C[C@@H]1CN([C@@H](C)CO)C(=O)c2cccc(NS(=O)(=O)c3ccc(Cl)cc3)c2O[C@@H]1CN(C)Cc1ccc(C(=O)O)cc1	-3	4	6	.	0[16.7 µM]	-1	1	.
CC(=Nc1ccccc1C(F)(F)F)c1ccncc1	7	1	5	8	-2	-2	15	2
O=[N+]([O-])c1c(Nc2ccc(O)cc2)cc(N2CCOCC2)c2nonc12	10	.	.	-1	.	1	.	-4
Cc1cc(C(=O)CN2C(=O)NC3(CCCc4ccccc43)C2=O)c(C)n1Cc1cccs1 (configuration not stated)	.	5	-14	.	-5	.	-24	.
COc1cc(Cl)ccc1NC(=O)COc1ccccc1C(=O)NN	-3	2	2	19	3	-2	1	8
CC1(C(=O)O)CCC(C(=O)N2CCCCC2)C1(C)C (configuration not stated)	9	.	9	-3	.	0	-6	0
CC(O)(c1ccccc1)c1nc(-c2ccc(F)c(Cl)c2)cs1 (configuration not stated)	3	-11	-10	-10	2	0	-2	-2
C[C@H]1CN([C@@H](C)CO)S(=O)(=O)c2ccc(-c3cncnc3)cc2O[C@H]1CN(C)C(=O)CC1CC1	-7	-1	-7	.	2[16.7 µM]	0	7	5
Cc1csc(NC(=O)CSc2nnc(-c3ccncc3)o2)n1	.	0	-7	.	-3	.	3	.
CCOC(=O)c1sc(NN=C(C(=O)OC)C(=O)OC)c(C(=O)OCC)c1C	10	.	.	-5	.	2	-10	2
CCCCc1nc2cc(C(=O)NC(C)c3cnn(C)c3)ccc2o1 (configuration not stated)	-75	1	-13	-176	-3	.	-67	-5
CC(=O)Nc1ccc(S(=O)(=O)NCC(=O)OCC(=O)NC(=O)c2cccn2C)cc1	6	-2	3	3	-3	1	4	-1

A draw from above in order of heavy-atom count, smallest number first:
SMILES	EWS-Fli inh	Cneo AK release	PGC1a acetyl inh	PAX8 reporter	miR122 inh	Casp6 inh	LGR2 antag	FN deposition inh
CC(=Nc1ccccc1C(F)(F)F)c1ccncc1	7	1	5	8	-2	-2	15	2
Cc1csc(NC(=O)CSc2nnc(-c3ccncc3)o2)n1	.	0	-7	.	-3	.	3	.
C[C@H]1CN([C@@H](C)CO)S(=O)(=O)c2ccc(-c3cncnc3)cc2O[C@H]1CN(C)C(=O)CC1CC1	-7	-1	-7	.	2[16.7 µM]	0	7	5

Following part
SMILES	EWS-Fli inh	Cneo AK release	PGC1a acetyl inh	PAX8 reporter	miR122 inh	Casp6 inh	LGR2 antag	FN deposition inh
Oc1ccc(C2C[C@H]3CC[C@@H]2C3)cc1O (some centres not stated)	17	-2	0	-6	-6	11	-11	-1
O=C(Nc1ccnc(=O)[nH]1)c1sc2ccccc2c1Cl	-22	0	-6	-20	7	-4	-31	-3
CC(=O)c1ccc(Sc2ccccc2)c([N+](=O)[O-])c1	-13	-3	-1	-4	-2	0	-21	3
CN(C(=O)c1ccc(S(=O)(=O)c2cccc(Cl)c2)c([N+](=O)[O-])c1)C1CCCCC1	.	1	4	9	-2	.	?	12
COC(=O)Nc1cc([N+](=O)[O-])ccc1OC	-10	.	.	3	.	0	.	5
CCCS(=O)(=O)NC(=O)C1(C)CCCN(C(=O)c2cccnc2Oc2ccccc2)C1 (configuration not stated)	-12	-1	17	11	-6	1	14	4
Cc1noc(C)c1NC(=O)Nc1ccc2c(c1)C(=O)N([C@H](C)CO)C[C@H](C)[C@H](CN(C)C(=O)Nc1ccc3c(c1)OCO3)OCCCC[C@H](C)O2	-14	1	-10	.	3[16.7 µM]	0	7	-17
CCOC(=O)c1ccc(NC(=O)CNNC(=O)COc2ccccc2C)cc1	12	-1	.	5	.	-4	-12	-12
CCC(=O)Nc1nnc(/C=C/c2ccccc2)s1	-82	-5	6	-135	-4	-1	-90	-2
CCOc1ccccc1NC(=O)Nc1ccc2c(c1)OCO2	-46	-4	.	-24	-2	4	-16	10
Cc1oc2cc(O)ccc2c(=O)c1Oc1ccc(F)cc1	12	1	0	4	5	-1	13	9
COC(=O)[C@]12CCCCC=C1N(Cc1ccco1)C(=O)[C@H](CC(=O)NCc1cccc(C(F)(F)F)c1)C2	6	.	.	-7	.	-1	-10	-5

From PubChem
